Assay outcomes: PubChem, The Scripps Research Institute Molecular Screening Center
PLCb3 inh: human PLC-beta3 inhibitors, primary screen, biochemical, fluorescence; 1-phosphatidylinositol 4,5-bisphosphate phosphodiesterase beta-3 (Homo sapiens), Q01970; Purified PLC-beta3, fluorogenic substrate; inhibition, % at 12.2 µM; 370,000 tested, 0.18% active; in the data active = inhibition above about 11%;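 also: 0% = median of compound wells on plate and 100% = full blocker control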
TDP2 absorb: human TDP2 enzyme inhibitors, primary screen, biochemical, epi absorbance, recombinant enzyme | Tyrosyl-DNA phosphodiesterase 2 (Homo sapiens), O95551 | T5PNP hydrolysis, p-nitrophenol absorbance 415 nm | inhibition, % at 12.8 µM | 370,000 tested, 0.34% active;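 active = inhibition above the mean of all tested compounds plus 3 SD, set per campaign, cut at about 25% in these data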;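 also: 0% = DMSO with enzyme and 100% = buffer with substrate but no TDP2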
Target sequence (O95551 whole entry, looked up): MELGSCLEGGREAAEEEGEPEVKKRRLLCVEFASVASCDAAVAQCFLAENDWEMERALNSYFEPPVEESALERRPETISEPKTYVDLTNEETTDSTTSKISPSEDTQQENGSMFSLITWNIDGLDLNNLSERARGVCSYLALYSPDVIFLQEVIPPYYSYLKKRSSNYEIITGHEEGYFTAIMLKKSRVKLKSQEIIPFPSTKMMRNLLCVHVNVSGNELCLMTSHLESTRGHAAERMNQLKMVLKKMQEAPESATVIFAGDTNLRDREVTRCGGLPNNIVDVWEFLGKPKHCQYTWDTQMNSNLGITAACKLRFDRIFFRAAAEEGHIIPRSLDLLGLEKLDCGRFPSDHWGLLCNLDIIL
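Assay system: recombinant human TDP2 / Reagent: T5PNP substrate at 5 mM, a TopII-DNA adduct mimic / Measured by: epi absorbance from released p-nitrophenol / Evaluation: % inhibition relative to enzyme-containing and enzyme-free wells / Control set: enzyme-free and DMSO wells / Replicates: each compound tested once, singlicate / Schedule: enzyme reaction with compound for 2 h at 37 °C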
Tn7 DDE FP: inhibitors of Tn7 peptide binding to fibrin DD(E), primary screen, biochemical, fluorescence polarization, human fibrin, Tn7 probe | inhibition, % at 8.3 µM | 370,000 tested, 0.13% active | FP displacement of FITC-Tn7 peptide from fibrin DD(E); 0% = median of compound wells per plate | Fibrinogen beta chain (Homo sapiens), P02675;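 active = inhibition above the mean of compounds falling within the control limits plus 3 SD of them, cut at about 14% in these data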;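 also: 0% = plate median of compound wells and 100% = 10 µM Aha-Tn7 peptide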
Target sequence (P02675 whole entry, looked up): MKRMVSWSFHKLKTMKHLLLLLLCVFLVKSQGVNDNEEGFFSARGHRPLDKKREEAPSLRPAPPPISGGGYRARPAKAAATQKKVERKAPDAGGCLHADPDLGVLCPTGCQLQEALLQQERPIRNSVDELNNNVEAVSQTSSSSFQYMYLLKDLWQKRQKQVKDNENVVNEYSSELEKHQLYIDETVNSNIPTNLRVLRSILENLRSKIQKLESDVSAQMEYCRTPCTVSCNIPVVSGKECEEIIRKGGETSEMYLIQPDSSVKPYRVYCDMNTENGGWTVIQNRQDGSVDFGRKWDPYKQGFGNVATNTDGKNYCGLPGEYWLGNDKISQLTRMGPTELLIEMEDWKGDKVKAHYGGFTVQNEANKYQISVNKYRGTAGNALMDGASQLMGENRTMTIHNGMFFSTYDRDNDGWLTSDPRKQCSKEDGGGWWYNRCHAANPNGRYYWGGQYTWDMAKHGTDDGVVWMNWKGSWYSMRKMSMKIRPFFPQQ
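System: human fibrin DD(E); quantity: Fibrin-DD(E) at 2 µM final; also added: fluorescent Tn7 probe at 0.1 µM; compound dosing: single nominal test concentration of 8.3 µM per compound; schedule: 10 min preincubation, 3 h with tracer, room temperature; detection: fluorescence polarization of the labelled Tn7 tracer; repeats: one replicate per compound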
SIAE primary: human SIAE inhibitors, primary screen, biochemical, fluorescence polarization, FP-Rh probe, 1536-well HTS. Sialate O-acetylesterase (Homo sapiens), Q9HAT2. SIAE FP-Rh probe binding. inhibition, % at 9.66 µM. 370,000 tested, 0.69% active;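 active = inhibition above a cutoff: mean of compounds within the control limits plus 3 SD of those, cut at about 17% in these data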;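 also: 0% = plate median of compound wells and 100% = probe without SIAE protein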
ASAP1 GAP inh: inhibitors of human ASAP1 ArfGAP activity, primary screen, biochemical, fluorescence polarization. 360,000 tested, 0.19% active. inhibition, % at 16.5 µM. AID 624377, 2012. Arf-GAP with SH3 domain, ANK repeat and PH domain-containing protein 1 (Homo sapiens), …. ASAP1-stimulated ARF1 GTP hydrolysis, GDP FP detection; in the data active = inhibition above about 25%;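 also: 0% = vehicle with enzyme and substrate and 100% = no enzyme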
PLCg1 inh: PLC-gamma1 enzyme inhibitors, primary screen, biochemical, fluorescence, purified enzyme; 1-phosphatidylinositol 4,5-bisphosphate phosphodiesterase gamma-1 (Homo sapiens), P19174; fluorogenic substrate; inhibition, % at 12.2 µM; 370,000 tested, 0.84% active; AID 720700, 2013; in the data active = inhibition above about 9.5%
ADAM10 inh: human ADAM10 inhibitors, primary screen, biochemical, QFRET, HTS; recombinant ADAM10, EDANS/DABCYL FRET peptide cleavage, 3 h; inhibition, % at 7 µM; 370,000 tested, 0.62% active; AID 720582, 2013;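 active = inhibition above a per-campaign cutoff equal to the mean of compounds falling between control-based bounds plus 3 SD, cut at about 20% in these data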;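 also: 0% = DMSO wells while the 100% control is not disclosed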
ADAM17 inh: ADAM17 inhibitors, primary screen, biochemical, QFRET. recombinant ADAM17, EDANS/DABCYL FRET peptide cleavage. 370,000 tested, 0.83% active. AID 720648, 2013. Disintegrin and metalloproteinase domain-containing protein 17 (Homo sapiens), P78536. inhibition, % at 6.95 µM;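 active = inhibition above the mean of compounds lying between control limits plus 3 SD, set per campaign, cut at about 8.5% in these data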;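 also: 0% = DMSO-only wells as the low control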
ARFGAP1 inhibitor: inhibitors of rat ARFGAP1 GAP activity, primary screen, biochemical, fluorescence polarization, GDP tracer; Arfgap1-stimulated ARF1 GTP hydrolysis, GDP FP detection; inhibition, % at 16.5 µM; 360,000 tested, 0.26% active; AID 651572, 2012;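 active = inhibition above a per-plate limit, mean inhibition of low control wells plus 3 SD, cut at about 25% in these data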;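 also: 0% = DMSO wells with enzyme and 100% = wells lacking Arfgap1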
Target sequence (Q62848 1-136 limits assumed): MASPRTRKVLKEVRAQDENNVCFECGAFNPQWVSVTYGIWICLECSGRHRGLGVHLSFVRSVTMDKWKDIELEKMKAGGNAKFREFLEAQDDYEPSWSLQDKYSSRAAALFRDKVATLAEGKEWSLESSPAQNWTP
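Material: rat Arfgap1 GAP domain (His6, aa 1-136), purified enzyme. Also added: human ARF1(Δ1-17)-GTP substrate. Compound dosing: 16.5 µM single point, 1.26% DMSO. Timing: enzyme reaction 120 min at 25 °C after 20 min preincubation. Signal: GDP detection by fluorescence polarization. Read-out basis: percent inhibition of GAP-stimulated GDP formation, scaled between DMSO and no-Arfgap1 medians.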
Tn6 DDE FP: inhibitors of Tn6 peptide binding to fibrin DD(E), primary screen, biochemical, fluorescence polarization, human fibrin, Tn6 probe. inhibition, % at 8.3 µM. AID 720509, 2013. 370,000 tested, 0.21% active. Fibrin DD(E) TRITC-Tn6 fluorescence polarization displacement;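 active = inhibition above a per-campaign cutoff: mean of compounds within control limits plus 3 SD, cut at about 15% in these data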;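 also: 0% = median of all compound wells on the plate and 100% = blocking peptide control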
Numbers without * were called inactive; / = not tested or not shown.

[1] Cc1csc2nc(NC(=O)c3ccccc3)sc(=O)c12
[2] CCOc1cc(C(=S)N2CCOCC2)ccc1OC(=O)c1cccc(C)c1
[3] Cc1ccc(Nc2nc(N)nc(CN3CCc4ccccc4C3)n2)cc1
[4] CCOc1ccc(N2CC(C(=O)NNC(=O)c3ccc(F)cc3)CC2=O)cc1 (configuration not stated)
[5] CC1CCC2(CC1)CCC2NCc1ccc(Br)cc1 (configuration not stated)
[6] O=C(COc1ccc(Cl)cc1)Nc1ccc2oc(=O)ccc2c1
[7] Nc1nncn1C(=O)CCCN1C(=O)c2ccccc2C1=O
[8] O=C(NCc1ccccc1)c1ccc(S(=O)(=O)C(F)F)cc1
assay / entry,1,2,3,4,5,6,7,8
PLCb3 inh,-20,-4,-5,-3,7,-9,0,5
TDP2 absorb,1,-7,9,8,-7,6,11,-8
Tn7 DDE FP,-4,0,-2,6,-6,1,-2,-6
SIAE primary,-24,-6,7,-2,-4,-8,-2,1
ASAP1 GAP inh,14,2,-6,10,/,-4,14,24
PLCg1 inh,-13,0,1,3,2,-6,-1,8
ADAM10 inh,5,-5,3,-14,5,2,-6,6
ADAM17 inh,3,3,1,-4,0,-3,-4,1
ARFGAP1 inhibitor,8,14,0,5,/,5,4,1
Tn6 DDE FP,0,-5,-1,-2,2,-5,3,1

[9] Cc1ccnc(NC(=O)COc2ccc(Cl)cc2)n1
[10] C/C(CC(=O)Nc1ccc(C)c(Cl)c1)=N\NC(=O)c1ccccn1
[11] CS(=O)(=O)N1CCCCC1CCN1CCCCC1 (configuration not stated)
[12] O=C1C(c2ccc(F)cc2)N(C2CCCCC2)C(=O)CN1C1CCCC1 (configuration not stated)
[13] O=C(NCCN1CCOCC1)c1cc2ccccc2oc1=O
[14] Cc1ccc(Cl)cc1NC(=O)CCS(=O)(=O)c1cccc2nonc12
[15] CCc1nnc(NC(=O)CSc2nnc(-c3ccco3)n2C)s1
[16] Cc1nc2ccccc2n1C1CC(=O)N(N(C)C)C1=O (configuration not stated)
assay / entry,9,10,11,12,13,14,15,16
PLCb3 inh,-6,3,-10,0,-12,-6,-1,-1
TDP2 absorb,11,6,6,-2,-6,6,-7,-11
Tn7 DDE FP,0,7,1,4,-4,3,-8,9
SIAE primary,6,-3,-2,1,-4,3,-1,-5
ASAP1 GAP inh,-4,-12,-14,-9,-16,10,11,1
PLCg1 inh,4,-2,3,-1,-1,-3,2,0
ADAM10 inh,2,-1,-22,8,-33,-11,10,-2
ADAM17 inh,-2,0,-5,3,-10,0,8,-1
ARFGAP1 inhibitor,8,10,6,-1,4,4,-2,10
Tn6 DDE FP,-1,7,0,2,0,-2,-7,-1

[17] COc1ccccc1NS(=O)(=O)c1ccc(C)c(C(=O)NCc2cccnc2)c1
[18] Cc1ccc(/C=C(\C#N)C(=O)Nc2cccc3ncccc23)o1
[19] Cn1cccc1/C=C1\CC(C(C)(C)C)C/C(=C\c2cccn2C)C1=O (configuration not stated)
[20] O=C(Cc1ccccc1)Nc1cc([N+](=O)[O-])ccc1N1CCOCC1
[21] COCCC(=O)N1CCC(Oc2ccc(C(=O)N3CCCCCCC3)cc2)CC1
[22] Cc1ccccc1OCc1nnc(SCC(=O)NCc2ccccc2)n1C
[23] CCN1CCN(CCCNC(=O)C2c3ccccc3C(=O)N(C)C2c2ccc(OC)cc2)CC1 (configuration not stated)
[24] O=C(c1cccc(S(=O)(=O)N2CCCC2)c1)N1CCN(S(=O)(=O)c2cccc(Cl)c2)CC1
assay / entry,17,18,19,20,21,22,23,24
PLCb3 inh,-3,-84,-12,-4,-5,-3,0,-8
TDP2 absorb,5,12,3,20,2,-4,-6,1
Tn7 DDE FP,3,-5,-2,2,5,5,-1,2
SIAE primary,2,-9,-4,-1,6,-3,-3,0
ASAP1 GAP inh,0,-5,2,3,-4,2,4,-7
PLCg1 inh,0,-85,-9,-1,-2,0,2,-2
ADAM10 inh,-12,-138,-2,3,-6,0,-13,-16
ADAM17 inh,3,-42,-3,-1,0,-7,-5,-1
ARFGAP1 inhibitor,8,1,2,-7,10,5,-8,3
Tn6 DDE FP,-2,-1,9,-1,-5,4,-4,-5

Exported with values under each structure: 5 of the compounds above
Screens in order: PLCb3 inh, TDP2 absorb, Tn7 DDE FP, SIAE primary, ASAP1 GAP inh, PLCg1 inh, ADAM10 inh, ADAM17 inh, ARFGAP1 inhibitor, Tn6 DDE FP
(24) O=C(c1cccc(S(=O)(=O)N2CCCC2)c1)N1CCN(S(=O)(=O)c2cccc(Cl)c2)CC1
  -8, 1, 2, 0, -7, -2, -16, -1, 3, -5
(22) Cc1ccccc1OCc1nnc(SCC(=O)NCc2ccccc2)n1C
  -3, -4, 5, -3, 2, 0, 0, -7, 5, 4
(20) O=C(Cc1ccccc1)Nc1cc([N+](=O)[O-])ccc1N1CCOCC1
  -4, 20, 2, -1, 3, -1, 3, -1, -7, -1
(19) Cn1cccc1/C=C1\CC(C(C)(C)C)C/C(=C\c2cccn2C)C1=O (configuration not stated)
  -12, 3, -2, -4, 2, -9, -2, -3, 2, 9
(23) CCN1CCN(CCCNC(=O)C2c3ccccc3C(=O)N(C)C2c2ccc(OC)cc2)CC1 (configuration not stated)
  0, -6, -1, -3, 4, 2, -13, -5, -8, -4

The list goes on:
[25] O=C(NCCS(=O)(=O)NCc1ccccc1)c1ccccc1
[26] COc1ccc(-c2noc(CCCC(=O)NC3CCCC3)n2)cc1
[27] Cc1ccc(-c2cc(C(=O)N3CCC(C)CC3)c3ccccc3n2)cc1
[28] CC(=O)Cc1nsc(NC(=O)c2ccc(Cl)cc2Cl)n1
[29] O=C(Nc1cccc(S(=O)(=O)N2CCOCC2)c1)C1CCCN(C(=O)c2ccc(Cl)cc2)C1 (configuration not stated)
[30] Fc1ccc(-c2csc(Nc3ccccn3)n2)c(F)c1
[31] CC1=C(C(=O)N2CCOCC2)CC(CC(=O)NCCN2CCOCC2)C(=O)N1Cc1ccc(C(C)(C)C)cc1 (configuration not stated)
[32] CC(NC(=O)c1ccc2c(c1)OCCO2)c1ccc(S(N)(=O)=O)cc1 (configuration not stated)
assay / entry,25,26,27,28,29,30,31,32
PLCb3 inh,-4,2,-7,-6,-4,-3,4,0
TDP2 absorb,-1,-7,6,-6,4,4,3,6
Tn7 DDE FP,-3,-5,-3,-5,6,-2,3,2
SIAE primary,3,0,1,3,2,-4,-2,6
ASAP1 GAP inh,10,4,15,-4,-9,-9,-8,10
PLCg1 inh,2,6,-5,2,0,1,4,2
ADAM10 inh,-10,0,-82,4,11,10,2,-3
ADAM17 inh,5,3,-11,0,-2,7,0,-4
ARFGAP1 inhibitor,-3,-9,0,10,-7,11,2,-8
Tn6 DDE FP,-4,0,8,-8,4,4,-4,-2

[33] O=C(COc1ccccc1Cl)NNC(=O)Cn1[nH]c(=O)c2ccccc2c1=O
[34] O=C(Nc1ccc(F)c(F)c1)C1CCCN1S(=O)(=O)c1ccc(F)cc1 (configuration not stated)
[35] Cc1cc(C)cc(NC2=NCC(=O)N2Cc2ccccc2)c1
[36] CCN(CC(=O)NCc1cccs1)C(=O)c1ccc(S(=O)(=O)N(CC)c2ccccc2)cc1
[37] CC(=O)Nc1ccccc1/C=C/c1ccc2c(C)cc(C)c(O)c2n1
[38] CC(=O)c1cc2c(cc1NC(=O)C1CC=CCC1C(=O)O)OCO2 (configuration not stated)
[39] Cc1ccc(NC(=O)OC2CC3CC2[C@H]2CCCCN2[C@H]3Cc2ccccc2)cc1 (some centres not stated)
[40] CC1=Nc2cc(C(=O)N3CCCC3)ccc2Sc2ccc(C)cc21
assay / entry,33,34,35,36,37,38,39,40
PLCb3 inh,-10,-3,-5,-4,6,-5,-1,-7
TDP2 absorb,-1,18,-1,-8,-21,6,8,1
Tn7 DDE FP,-2,-1,1,3,-6,3,-2,6
SIAE primary,0,1,1,2,2,3,-3,12
ASAP1 GAP inh,4,9,3,4,-1,0,/,-3
PLCg1 inh,6,3,-4,4,5,-4,4,3
ADAM10 inh,-5,0,-3,-1,6,-5,1,-3
ADAM17 inh,4,2,-3,4,7,-8,0,-3
ARFGAP1 inhibitor,-10,6,-10,-1,-8,5,/,4
Tn6 DDE FP,-4,-3,4,3,-2,-10,8,-10

[41] COc1ccc(COC(=O)c2ccc(S(=O)(=O)N3CCCCC3)cc2)cc1OC
[42] Cc1ccc(-n2nc(C)c3c2OC(N)=C(C#N)C3c2cccs2)cc1 (configuration not stated)
[43] COc1ccc(C2c3c(ccc4ccccc34)Oc3ncn4nc(CO/N=C/c5ccccc5)nc4c32)cc1 (configuration not stated)
[44] Oc1cc(CNC2CCCCC2)c(O)cc1CNC1CCCCC1
[45] COc1ccc(NC(=O)c2ccco2)cc1NC(=O)c1cccc(OC(C)C)c1
[46] CC1(C)CC(=O)C2=C(C1)NC1=C(C(=O)c3ccccc31)C2c1cc([N+](=O)[O-])ccc1O (configuration not stated)
[47] Cc1cc(C)n(CC(=O)n2c(C)c(C)c3ccccc32)n1
[48] COc1ccc2sc(NC(=O)c3ccco3)nc2c1
[49] FC(F)(F)c1cc(C(F)(F)F)c2ccc(N3CCN(c4ccc(Cl)cc4)CC3)nc2n1
assay / entry,41,42,43,44,45,46,47,48,49
PLCb3 inh,-3,4,2,-28,-40,-2,6,-48,-9
TDP2 absorb,9,-8,5,2,-8,-4,-12,0,-5
Tn7 DDE FP,1,1,-1,2,2,-4,5,2,5
SIAE primary,-3,11,1,3,-4,15,1,-3,0
ASAP1 GAP inh,8,-3,10,-13,-1,-4,-4,-1,6
PLCg1 inh,5,6,2,-20,3,4,4,-51,-10
ADAM10 inh,-12,-1,6,-16,-5,9,-3,-16,-31
ADAM17 inh,-3,-1,-2,-7,3,1,-1,-3,-7
ARFGAP1 inhibitor,13,7,10,12,9,8,-9,-6,5
Tn6 DDE FP,-6,3,-1,-4,5,-2,0,-3,3
